# Bioassay records deposited in PubChem BioAssay by several laboratories.
# SARS 3CLpro inh = SARS-CoV 3CLpro protease inhibition | 0.14% of 290,000 active | recombinant SARS-CoV 3CLpro, quenched FRET peptide cleavage | inhibition, % at 6 µM; in the data active = inhibition above about 12%
# UGM FP inh = Mtb UDP-galactopyranose mutase inhibition | 0.06% of 320,000 active | P9WIQ1 | purified UGM, fluorescence polarization probe displacement | inhibition, % at 10 µM | AID 504406; in the data active = inhibition above about 10%, passing the limit was not always enough
# Target sequence (P9WIQ1 whole entry, looked up): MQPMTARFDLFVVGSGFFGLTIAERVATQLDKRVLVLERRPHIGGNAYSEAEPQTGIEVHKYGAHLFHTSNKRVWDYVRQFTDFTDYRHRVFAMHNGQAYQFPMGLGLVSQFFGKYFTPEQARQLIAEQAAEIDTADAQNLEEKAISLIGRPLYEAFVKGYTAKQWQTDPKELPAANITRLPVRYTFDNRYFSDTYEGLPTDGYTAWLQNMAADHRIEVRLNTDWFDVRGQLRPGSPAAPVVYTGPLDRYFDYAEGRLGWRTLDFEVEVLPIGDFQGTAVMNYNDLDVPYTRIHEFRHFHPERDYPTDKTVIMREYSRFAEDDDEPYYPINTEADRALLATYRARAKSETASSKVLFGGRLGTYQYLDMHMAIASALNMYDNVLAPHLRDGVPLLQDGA
# Rv3671c inh = inhibitors of M. tuberculosis serine protease Rv3671c. P9WHR9. inhibition, % at 5.96 µM. 0.048% of 320,000 active; in the data active = inhibition above about 38%;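 also: extracellular domain of Rv3671c used as enzyme; 0% = enzyme with DMSO and 100% = no enzyme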
# Target sequence (P9WHR9 whole entry, looked up, the tested form may be a part): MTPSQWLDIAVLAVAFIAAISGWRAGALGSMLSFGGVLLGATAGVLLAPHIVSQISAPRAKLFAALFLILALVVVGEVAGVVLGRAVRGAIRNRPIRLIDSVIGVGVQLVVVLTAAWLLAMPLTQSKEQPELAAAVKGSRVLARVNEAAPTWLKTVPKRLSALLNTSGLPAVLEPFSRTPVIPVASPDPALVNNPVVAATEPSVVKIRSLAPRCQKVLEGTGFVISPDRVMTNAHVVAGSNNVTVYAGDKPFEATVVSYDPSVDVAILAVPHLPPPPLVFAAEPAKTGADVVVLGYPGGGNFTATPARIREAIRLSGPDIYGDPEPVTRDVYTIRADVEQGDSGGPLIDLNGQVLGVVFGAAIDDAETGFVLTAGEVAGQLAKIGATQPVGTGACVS
# BH1578 lux ind = induces V. cholerae light production without autoinducers. V. cholerae BH1578 lux reporter, luminescence, 6 h. AID 588436. activation, % at 18.7 µM. 0.16% of 350,000 active; in the data active = activation mostly above about 9.7%, no sharp cut-off; also: not every result past the cut was called active; inactives centre near 0; reference of the scale not given here
# FBA Mtb inh = inhibits M. tuberculosis FBA enzyme; P9WQA3; inhibition, % at 1 µM; purified M. tuberculosis FBA, fluorescence read-out; AID 588726; 2.3% of 360,000 active; in the data active = inhibition above about 27%;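 also: 0% = vehicle and 100% = reference inhibitor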
# MazEF act = increases E. coli MazEF RNase cleavage of RNA; FAM/BHQ RNA-DNA oligo cleavage fluorescence, 5 h; activation, % at 20 µM; 0.32% of 350,000 active; AID 504720; in the data active = activation above about 50%
# Target sequence (P0AE70 whole entry, looked up): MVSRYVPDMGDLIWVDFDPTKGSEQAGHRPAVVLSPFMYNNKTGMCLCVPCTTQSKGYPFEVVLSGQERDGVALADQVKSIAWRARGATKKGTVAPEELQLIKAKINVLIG
# PriA SSB inh = blocks PriA binding to SSB C-terminal tail; AlphaScreen SSBct-PriA binding, biotinylated peptide; inhibition, % at 33 µM; 0.6% of 430,000 active; AID 1272365; in the data active = inhibition mostly above about 37%, no sharp cut-off; inactive = mostly below about 20%;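 also: plate controls were negative control peptide for no effect and reference peptide for full effect; strong numbers were not always called active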
# BioA inh = BioA (M. tuberculosis) enzyme inhibition | inhibition, % at 9.99 µM | 0.096% of 360,000 active | purified M. tuberculosis BioA enzyme, plate reader | AID 602481; in the data active = inhibition above about 40%
# GDH-TPI counter = inhibits GDH-TPI coupling enzymes, artifact for Mtb FBA screen. GDH-TPI coupled enzyme counterscreen, NADH absorbance. inhibition, % at 4.8 µM. 1.2% of 360,000 active. AID 588335; in the data active = inhibition above about 30%;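 also: 0% = DMSO wells and 100% = wells lacking the enzyme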
# DUSP3 inh = inhibitors of human VHR1 phosphatase (DUSP3); AID 1654; P51452; inhibition, % at 13.3 µM; recombinant VHR phosphatase, pNPP absorbance; 0.52% of 290,000 active; in the data active = inhibition above about 50%; also: some compounds called inactive have numbers as strong as hits
# Active calls of the source: *; i = inactive; . = not tested or not shown; & = joins results of further samples. Some of the compounds tested. The share of hits here may be higher or lower than overall.
SMILES	PriA SSB inh	Rv3671c inh	GDH-TPI counter	UGM FP inh	FBA Mtb inh	BioA inh	MazEF act	SARS 3CLpro inh	BH1578 lux ind	DUSP3 inh
Cc1ccc(S(=O)(=O)N2CCC(C(=O)N3CCc4ccccc43)CC2)cc1	-2	-1	7	1.0	0	0.5	-3	-3	-1.6	1
COc1ccccc1CNC(=O)C1CCN(S(=O)(=O)c2cccc3nonc23)CC1	-6	3	-1	-0.3	-2	-0.5	-13	-3	i	20
COC(=O)CN1C(=O)C(O)(CC(=O)c2ccc(Br)cc2)c2ccccc21 (centres undefined)	-4	4	-3	-0.7	-1	0.8	12	1	-0.6	25
C/C(=N\Nc1ncc(Cl)cc1Cl)c1ccc(N2CCOCC2)cc1	.	-7	19	1.5	8	.	3	0	i	4
O=C(CC(Nc1ccc(F)cc1)c1ccccc1)c1ccccc1 (centres undefined)	-18	-8	4	-0.9	0	.	-9	-3	-0.2	-9
CCSc1nc(-c2ccccc2)c(-c2ccccc2)n1CC(O)CO (centres undefined)	23	0	10	-2.5	23	.	5	5	-0.3	9
COC(=O)C1CCN(C(=O)C2CCN(C(=O)[C@H](C)NS(=O)(=O)c3ccc(C)cc3)CC2)CC1	4	-3	17	1.4	0	1.8	-12	-1	-0.6	17
Cc1ccc2nc(N3CCC(C(=O)N4CCC5(CC4)OCCO5)CC3)sc2c1	-4	7	8	1.0	-4	-1.3	-1	4	-0.1	26
CCn1nc(C)c(NC(=O)c2ccc(Br)o2)c1C	-5	4	7	-0.5	4	-0.2	0	-1	-0.6	-5
Cn1c(=O)c2c(ncn2CCOC(=O)C(C)(C)Oc2ccc(Cl)cc2)n(C)c1=O	.	.	6	.	-1	-0.6	5	.	5.3	.
CCOC(=O)C1=C(C)NC(C)=C(C(=O)OCC)C1C(=O)OCC(=O)N1CCCCC1CC (centres undefined)	-2	5	9&10	-1.0	6&4	-0.1&-0.3	-21&0	-8	0.6	26
Cc1ccc(OCC(=O)NNC(=O)c2cccnc2)cc1C	-14	-12	-2	-0.6	3	.	-1	4	0.2	12
CN1CCN(CCCn2cnc3c(=O)oc4ccccc4c32)CC1	-8	0	3	0.6	-2	-1.7	4	4	i	2
O=C(O)C1CCCCC1C(=O)N1CC=C(c2ccccc2)CC1 (centres undefined)	-2	2	-9	0.1	-1	5.0	6	4	.	3
COc1ccc(NC(=O)c2cc(S(=O)(=O)N3CCc4ccccc43)cn2C)c(OC)c1	1	-1	10	-1.1	-1	-0.7	3	-5	-0.2	-10
O=S(=O)(Nc1ccc(Cl)cn1)c1cccs1	-16	-1	-7	1.8	0	1.6	0	-1	-0.2	6
O=C(CN1C(=O)S/C(=C\c2ccccc2)C1=O)NC1CCS(=O)(=O)C1 (centres undefined)	8	2	29	0.0	2	-0.5	6	1	-0.3	-9
CNCCCc1[nH]nc(N)c1C#N	-8	-1	-10	-1.0	0	0.3	5	0	i	.
S=C(NCC1CCCO1)NC12CC3CC(CC(C3)C1)C2 (centres undefined)	5	-8	4	-0.9	1	.	1	4	-0.2	0
CCOC(=O)CNc1nc(Cl)c(C#N)s1	6	-9	-2	-0.9	0	0.2	0	-4	1.2	-11
CC(C)Nc1nc(NC(C)C)nc(SCCOC(=O)Nc2ccc(Cl)cc2Cl)n1	-1	-15	-2	-1.3	-2	.	4	-1	i	23
CC1CCCC(NCC(O)COC(c2ccc(F)cc2)c2ccc(F)cc2)C1C (centres undefined)	0	7	-7	2.9	-2	1.9	11	2	-0.1	22
Nn1c(SCC(=O)Nc2ccccc2F)nnc1C1CCCCC1	-10	1	8	1.2	2	0.6	-1	3	-0.7	62
COc1ccc(C(=O)O/N=C(\N)c2ccc(OC)c(OC)c2)cc1	i	-5	5	-0.5	2	0.0	7	-4	i	2
CSc1nc(C)c(C(=O)C[n+]2ccc(C)cc2)cc1C#N	-3	-1	8	3.3	2	.	-4	0	-0.4	-2
COc1ccccc1Oc1c(C)oc2cc(OC(=O)c3ccco3)ccc2c1=O	-6	-4	14	1.9	55*	0.8	6	4	i	-14
CCCCC(c1nnnn1CC1CCCO1)N1CCN(c2nc3ccccc3s2)CC1 (centres undefined)	7	.	-1	.	1	2.5	-6	1	0.1	24
Cc1nnc(SC(C)C(=O)N2CCc3ccccc32)s1 (centres undefined)	3	-3	3	0.3	2	2.4	4	-2	-1.6	-16
Cc1cccc(OCC(=O)NC(=S)Nc2ccccc2N2CCOCC2)c1	-8	5	8	-1.4	-2	.	-5	1	-0.3	-2
O=C(NCc1ccco1)C1Cc2ccccc2CN1S(=O)(=O)c1ccccc1F (centres undefined)	-12	-19	15	-0.7	0	-1.1	-8	-2	-3.0	.

# Just GDH-TPI counter, FBA Mtb inh and Rv3671c inh, for four of the compounds above:
canonical_smiles,GDH-TPI counter,FBA Mtb inh,Rv3671c inh
COc1ccc(NC(=O)c2cc(S(=O)(=O)N3CCc4ccccc43)cn2C)c(OC)c1,10,-1,-1
O=S(=O)(Nc1ccc(Cl)cn1)c1cccs1,-7,0,-1
O=C(CN1C(=O)S/C(=C\c2ccccc2)C1=O)NC1CCS(=O)(=O)C1 (centres undefined),29,2,2
CNCCCc1[nH]nc(N)c1C#N,-10,0,-1

# 4 entries from above, with each value named.
Compound: CNCCCc1[nH]nc(N)c1C#N
- PriA SSB inh: -8
- Rv3671c inh: -1
- GDH-TPI counter: -10
- UGM FP inh: -1.0
- FBA Mtb inh: 0
- BioA inh: 0.3
- MazEF act: 5
- SARS 3CLpro inh: 0
- BH1578 lux ind: i
- DUSP3 inh: .

Compound: S=C(NCC1CCCO1)NC12CC3CC(CC(C3)C1)C2 (centres undefined)
- PriA SSB inh: 5
- Rv3671c inh: -8
- GDH-TPI counter: 4
- UGM FP inh: -0.9
- FBA Mtb inh: 1
- BioA inh: .
- MazEF act: 1
- SARS 3CLpro inh: 4
- BH1578 lux ind: -0.2
- DUSP3 inh: 0

Compound: CCOC(=O)CNc1nc(Cl)c(C#N)s1
- PriA SSB inh: 6
- Rv3671c inh: -9
- GDH-TPI counter: -2
- UGM FP inh: -0.9
- FBA Mtb inh: 0
- BioA inh: 0.2
- MazEF act: 0
- SARS 3CLpro inh: -4
- BH1578 lux ind: 1.2
- DUSP3 inh: -11

Compound: CC(C)Nc1nc(NC(C)C)nc(SCCOC(=O)Nc2ccc(Cl)cc2Cl)n1
- PriA SSB inh: -1
- Rv3671c inh: -15
- GDH-TPI counter: -2
- UGM FP inh: -1.3
- FBA Mtb inh: -2
- BioA inh: .
- MazEF act: 4
- SARS 3CLpro inh: -1
- BH1578 lux ind: i
- DUSP3 inh: 23

# Next results
SMILES	PriA SSB inh	Rv3671c inh	GDH-TPI counter	UGM FP inh	FBA Mtb inh	BioA inh	MazEF act	SARS 3CLpro inh	BH1578 lux ind	DUSP3 inh
COc1ccc(CN(C)CC(=O)c2c(N)n(Cc3ccccc3)c(=O)n(C)c2=O)c(OC)c1	-3	-4	6	0.0	2	0.8	10	-3	-0.4	9
C[C@H](NC(=O)c1nc[nH]c1C(=O)N[C@@H](Cc1ccccc1)C(=O)OC(C)(C)C)c1ccccc1	-3	-11	-26	-1.9	-5	-0.4	7	2	i	18
CC(C)(C)c1ccc(C(=O)N/N=C/c2ccccn2)cc1	.	8	18	-1.1	0	0.3	4	3	-1.2	-1
Cc1cc(C)cc(-n2ncc3c2CCCC3NC(=O)CN2CCCCC2=O)c1 (centres undefined)	-13	-4	-8	4.4	1	2.5	-3	3	0.8	1
CCCN1C(=O)C(=O)N(CC(=O)c2cc(C)n(C3CC3)c2C)C1=O	0	3	7	-3.1	3	-3.9	-1	.	-0.3	.
O=C(c1cc[n+]([O-])cc1)N1CCc2c([nH]c3ccccc23)C1c1ccccc1Cl (centres undefined)	11	-5	1	-0.5	4	3.2	3	2	-0.9	20
CC(C)=CC(=O)OCC(=O)Nc1ccc(Cl)cc1	-6	-4	-4	0.1	-1	0.6	-1	2	-0.5	13
CCCOc1ccc(CC(=O)NCc2ccco2)cc1OC	-3	-6	0	0.2	8	-0.4	-3	-7	0.8	-4
COc1ccc(NC(=O)c2c(C(F)(F)F)nn(C)c2SCc2ccccc2)cc1	-22	5	11	-2.9	-1	.	0	6	-5.3	21
COC(=O)c1ccc(CN2CCC(Oc3cccc(C(=O)N4CCOCC4)c3)CC2)cc1	2	-6	0	-0.1	2	0.2	0	7	i	1
CCOc1ccc(NC(=S)Nc2ccc(OCC)cc2)cc1	4	-3	4	-1.3	0	.	-7	3	i	26
Cn1cc(S(=O)(=O)N2CCN(c3cccc(Cl)c3)CC2)c(=O)n(C)c1=O	-4	1	-23	-0.3	3	.	6	-1	0.4	25
Cc1ccc(S(=O)(=O)N2CCCC(C(=O)NCC3COCCO3)C2)cc1 (centres undefined)	-5	0	-4	-3.3	-2	-0.2	1	0	0.7	25
CCc1cccc(NC(=O)CSCc2cc(=O)[nH][nH]2)c1	18	-9	9	1.7	1	-0.8	-5	2	2.1	-12
Cc1cc2oc(=O)cc(C)c2cc1NC(=O)CCC(=O)O	-2	2	8	-2.5	21	-1.3	5	-2	-0.9	12
CCN(CC)C(=O)c1[nH]cnc1C(=O)N[C@@H](Cc1ccccc1)C(=O)OCc1ccccc1	2	-1	-4	0.5	1	0.4	-2	0	i	26
CCCCN(C(=O)/C=C/c1ccccc1)C1CCS(=O)(=O)C1 (centres undefined)	2	10	10	0.7	2	.	1	.	i	.
CC(C)N1C(=O)c2ccccc2N(Cc2ccccc2)S1(=O)=O	-31	-2	-4	0.2	8	0.9	0	6	i	-15
Cc1c(C(=O)N2CCCCCC2)c(S(=O)(=O)Nc2ccc(F)cc2)c(C)n1C	-11	0	-3	-1.8	0	2.2	5	2	-0.2	-2
CC(NC(=O)c1ccc(Br)cc1Br)c1ccccc1 (centres undefined)	-14	4	2	0.1	-5	.	12	-2	-0.9	-8
CC1=C(C)C(=O)N(c2ccc(C(=O)O)cc2)C1=O	-19	2	-7	-0.6	-2	1.6	0	-3	.	17
COc1ccc(N2CCN(S(=O)(=O)c3cccc4cccnc34)CC2)cc1	-3	-7	-5	0.7	-2	1.1	13	1	-0.4	29
CC1CCCCN1C(=O)c1c([N+](=O)[O-])cnn1C (centres undefined)	-9	-7	4	-2.0	0	1.3	2	-8	-0.1	10
C/C=C(\C)C(=O)OC(C)(C)[C@@H]1Cc2cc3ccc(=O)oc3cc2O1	-4	-9	10	-0.1	93*	16	-9	.	i	.
Cc1ccc(N=Nc2c(=O)[nH]n3c(=O)cc(C)[nH]c23)cc1	-10	2	-1	1.7	-46	1.9	-3	-1	i	-18
CCOc1ccc(-c2nnc(NC(=O)CCCOc3cccc(C)c3)o2)cc1	-6	-22	2	1.5	1	1.4	-1	-1	i	25
CCOC(=O)/C(=N\Nc1ncnc2ccccc12)c1ccc(OC)cc1	.	0	17	0.0	-1	-3.6	7	-7	-0.4	21
O=C(Nc1ccc(F)c(F)c1)c1ccco1	-3	8	-4	-1.5	4	0.1	4	-1	0.6	-9
Cc1ccc(N(C(=O)CNC(=O)c2ccco2)C(C(=O)NC2CCCC2)c2ccncc2)cc1C (centres undefined)	-12	-1	-10	5.4	-7	-1.7	3	4	-2.3	28

# 2 of these compounds, reformatted:
# Each structure is followed by: PriA SSB inh, Rv3671c inh, GDH-TPI counter, UGM FP inh, FBA Mtb inh, BioA inh, MazEF act, SARS 3CLpro inh, BH1578 lux ind, DUSP3 inh
> Cc1ccc(S(=O)(=O)N2CCCC(C(=O)NCC3COCCO3)C2)cc1 (centres undefined)
→ -5, 0, -4, -3.3, -2, -0.2, 1, 0, 0.7, 25
> COc1ccc(NC(=O)c2c(C(F)(F)F)nn(C)c2SCc2ccccc2)cc1
→ -22, 5, 11, -2.9, -1, ., 0, 6, -5.3, 21
